Bioassay records (PubChem BioAssay)
Ins promoter up = MIN6 insulin promoter up-regulation; MIN6 insulin promoter-GFP reporter, high-content imaging; active compounds read high; z-score at 5 µM; 0.3% of 190,000 active; AID 1625;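 active means z-score above 3 at 5 µM with at least 500 cells counted in the well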
b-catenin transl = beta-catenin nuclear translocation modulation; 0.3% of 190,000 active; HeLa beta-catenin nuclear translocation, immunofluorescence imaging; nuclear translocation activity, % at 5 µM;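 active means nuclear translocation activity above 50% at 5 µM, with a well cell count of 50 or more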;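 further: per-cell ratio of nuclear to cytoplasmic median beta-catenin stain intensity; plate controls were DMSO negative control for no effect and GSK-3 inhibitor IX positive control for full effect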
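Test system: HeLa cells, endogenous beta-catenin; Compound: single 5 µM dose plus 0.02–20 µM confirmation series; Times: compound exposure 24 h at 37°C; Signal: fluorescence imaging of beta-catenin antibody stain plus DAPI; Read-out: % activation, nuclear-to-cytoplasmic median beta-catenin signal ratio per cell.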
T cell HTS = modulates CD8 T cell binding to vesicles; 2C CD8+ T cell-vesicle binding, flow cytometry; active compounds read low; calls only at 7 µM; 0.068% of 330,000 active; AID 2052;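 active means response, share of CD8 T cells binding vesicles, and their 90th percentile fluorescence all below set limits, cut at about 80% in these data, passing the limit was not always enough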
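Test system: purified 2C TCR transgenic mouse naive CD8+ T cells. Probe or stimulus: QL9-peptide-loaded Drosophila micro-vesicles bearing Ld, ICAM-1 and B7-1. Incubation: binding step 1.5 h, 37 °C, antibody labelling 20 min, ice. Measured by: flow cytometry of vesicle-bound cells.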
PMI inhibitors = inhibitors of human PMI, primary screen, biochemical, fluorescence intensity, coupled assay (AID 1209); purified PMI enzyme, coupled fluorescence intensity; higher % means a stronger effect; 0.42% of 190,000 active; inhibition, % at 20 µM, or IC50 in µM where a hit was titrated; in the data active means inhibition above about 50%;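 further: plate controls were DMSO vehicle for no effect and wells lacking substrate for full effect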
Myeloid diff 2 = myeloid differentiation induction; ER-HoxA9 myeloid progenitors, lysozyme-GFP differentiation, flow cytometry; calls only at 10 µM; 1% of 360,000 active;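 active means normalized GFP-positive differentiation at or above the plate's own cutoff, the solvent-only control mean plus 3 SD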;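 further: cells exposed to compound for four days before flow analysis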
Dynein transport = dynein cargo transport inhibition; 3617.4 mouse cells, GR-EGFP nuclear translocation imaging; test concentration mostly 20 µM; stimulated with dexamethasone, 1 µM; active compounds read low; z-score, hits read low; 0.47% of 220,000 active; AID 1381;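 active means plate z-score of nuclear minus cytoplasmic receptor signal below a set negative limit, without overly bright fluorescence or cell loss, cut at about -3.5 in these data, passing the limit was not always enough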;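 further: z-score of nuclear minus cytoplasmic ring GR-EGFP intensity difference per well; some compounds called inactive have numbers as strong as hits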
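Buffer or medium – tet-free medium with charcoal-stripped serum · Signal – automated 10x imaging of fixed Hoechst-stained cells · Also added – dexamethasone agonist, 1.0 µM final, for 30 min · Incubation – induction 48 h, compound 1 h, agonist 30 min · Read-out – GR-EGFP nuclear translocation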
Hep lipid drop = hepatic lipid droplet formation modulation. AID 1656. 0.4% of 240,000 active. inhibition, % at 6.5 µM. AML12 mouse hepatocytes, oleate lipid droplets, BODIPY imaging;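 active means lipid droplet intensity inhibited by at least 50%, with more than 500 cells counted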
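Material: mouse AML12 hepatocyte cell line, fixed after treatment; Timing: compound with oleate, overnight; Technique: high-content imaging of BODIPY-stained droplets and DAPI nuclei; Probe or stimulus: oleate, 100 µM final; Dosing: compound at 6.5 µM only.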
TNAP activators = stimulation of alkaline phosphatase TNAP activity – biochemical, luminescent, no phosphate acceptor, uHTS, primary screen (AID 1001); activation fold at 20 µM, or EC50 in µM where a hit was titrated; purified TNAP, luminescent activation assay, no phosphate acceptor; higher activation fold means a stronger effect; 0.03% of 200,000 active; in the data active means activation fold from about 3, or a potency from the dose series; inactive means the rest, 99 in 100 with activation fold below about 1.6; further: many of its hits are not listed in these tables
MT stabilizer = microtubule stabilization, imaging screen | % tubulin-high responders, % at 10 µM | 0.83% of 200,000 active | HeLa tubulin immunostaining HCS, 24 h; share of cells brighter than vehicle mean+2SD;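 active means plate Z-score above 3 for both tubulin-high and condensed-nucleus cell shares, with cell loss under 80%, at 10 µM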;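 further: anti alpha tubulin signal scored within the nucleus-defined area of each cell; some results filed as inactive read as strong as hits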
Dynein transport cytoplasmic EGFP = also measured in Dynein transport; calls as there; z-score; measured here: cytoplasmic GR-EGFP intensity; active compounds read high
Dynein transport nuclear GR-EGFP = recorded beside Dynein transport, whose call it bears; z-score; measured here: nuclear GR-EGFP intensity;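 lower value marks the stronger effect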
Dynein transport cell count = second read-out of Dynein transport, no call of its own (marks repeat the call); z-score; measured here: cell count per field
Ins promoter up cell count = second read-out of Ins promoter up, no call of its own (marks repeat the call); cell count; measured here: cytotoxicity, nuclei count;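 total cells summed across four imaged fields per well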
Hep lipid drop cells 6.5 µM = recorded beside Hep lipid drop, whose call it bears; cell count; measured here: cell count, cytotoxicity flag;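 cells counted across two imaged fields per well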
b-catenin transl cell count 5 µM = second read-out of b-catenin transl, no call of its own (marks repeat the call); cell count; measured here: cell count, cytotoxicity flag
T cell HTS vesicle-bound % = recorded beside T cell HTS, whose call it bears; double positive events, %; measured here: CD8+ vesicle-bound cell fraction;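 binding gate set so that unloaded-vesicle control wells show 10% double positive cells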
MT stabilizer Hoechst-high % = further read-out of MT stabilizer, marked with its call; % Hoechst-high responders; measured here: nuclear condensation Hoechst responders;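 share of cells brighter than vehicle mean plus two SD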
MT stabilizer cytotoxicity % = second read-out of MT stabilizer, no call of its own (marks repeat the call); toxicity, %; measured here: cytotoxicity by cell density;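 0% = mean cell density of plate MIN control wells and 100% = no cells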
Myeloid diff 2 GFP+ MAC1+ % = further read-out of Myeloid diff 2, marked with its call; GFP+ MAC1+ double positive, %; measured here: differentiation confirmed by MAC1 staining
Active calls of the source: *. Random draw from the library; about 3% have a hit in one of these screens.

How did CC(=O)C1=C(C)N(c2ccccc2)C(=O)C1(NS(=O)(=O)c1ccc(N)cc1)C(F)(F)F (stereo not drawn) do in these assays?
Ins promoter up: -0.09; b-catenin transl: -3.9; T cell HTS: inactive; PMI inhibitors: -2.6%; Myeloid diff 2: inactive; Dynein transport: -0.282; Hep lipid drop: -2.9; TNAP activators: 1.1; MT stabilizer: 1.5; Dynein transport cytoplasmic EGFP: -0.325; Dynein transport nuclear GR-EGFP: -0.243; Dynein transport cell count: 0.97; Ins promoter up cell count: 1498; Hep lipid drop cells 6.5 µM: 659; b-catenin transl cell count 5 µM: 1104; T cell HTS vesicle-bound %: 46.3; MT stabilizer Hoechst-high %: 2.1; MT stabilizer cytotoxicity %: 5.3; Myeloid diff 2 GFP+ MAC1+ %: 0.6

What do the screens show for `CCOC(=O)C(Cc1c[nH]c2ccccc12)NC(=O)c1ccco1` (stereo not drawn)?
Ins promoter up: 0.54; b-catenin transl: -2.6; T cell HTS: inactive; PMI inhibitors: 5.2%; Myeloid diff 2: inactive; Dynein transport: -0.761; TNAP activators: 1.1; MT stabilizer: 2.3; Dynein transport cytoplasmic EGFP: -0.194; Dynein transport nuclear GR-EGFP: -0.327; Dynein transport cell count: 0.857; Ins promoter up cell count: 1153; b-catenin transl cell count 5 µM: 876; T cell HTS vesicle-bound %: 48.9; MT stabilizer Hoechst-high %: 1.4; MT stabilizer cytotoxicity %: 0.8; Myeloid diff 2 GFP+ MAC1+ %: 2.0

What do the screens show for `COc1ccc(C(=O)N/N=C(\c2ccccc2)c2ccccn2)cc1`?
Ins promoter up: 0.4; b-catenin transl: -1.2; T cell HTS: inactive; PMI inhibitors: -12.6%; Dynein transport: 2.07; Hep lipid drop: -4.4; TNAP activators: 0.9; MT stabilizer: 3.0; Dynein transport cytoplasmic EGFP: -0.279; Dynein transport nuclear GR-EGFP: 0.636; Dynein transport cell count: -0.858; Ins promoter up cell count: 1431; Hep lipid drop cells 6.5 µM: 602; b-catenin transl cell count 5 µM: 535; T cell HTS vesicle-bound %: 43.6; MT stabilizer Hoechst-high %: 1.8; MT stabilizer cytotoxicity %: 1.1

How did Cc1cc2nc(CN(C)Cc3c(C(=O)N(C)C)nc4ccc(Cl)cn34)[nH]c2cc1C do in these assays?
Ins promoter up: 0.03; b-catenin transl: 0.9; T cell HTS: inactive; PMI inhibitors: 3.2%; Myeloid diff 2: inactive; Dynein transport: 1.57; Hep lipid drop: -20.2; TNAP activators: 1.2; MT stabilizer: 1.3; Dynein transport cytoplasmic EGFP: -0.118; Dynein transport nuclear GR-EGFP: 0.773; Dynein transport cell count: -1.42; Ins promoter up cell count: 1482; Hep lipid drop cells 6.5 µM: 692; b-catenin transl cell count 5 µM: 1037; T cell HTS vesicle-bound %: 43.1; MT stabilizer Hoechst-high %: 1.7; MT stabilizer cytotoxicity %: 7.2; Myeloid diff 2 GFP+ MAC1+ %: 0.1

How did COC(=O)C1=C(C)N(C)C(=O)NC1c1cc(Cl)c(O)c(OC)c1 (stereo not drawn) do in these assays?
Ins promoter up: 0.14; T cell HTS: inactive; PMI inhibitors: 4.9%; Myeloid diff 2: inactive; Dynein transport: -0.822; Hep lipid drop: -16.3; TNAP activators: 1.2; MT stabilizer: 2.1; Dynein transport cytoplasmic EGFP: -0.187; Dynein transport nuclear GR-EGFP: -0.17; Dynein transport cell count: 0.25; Ins promoter up cell count: 936; Hep lipid drop cells 6.5 µM: 723; T cell HTS vesicle-bound %: 20.7; MT stabilizer Hoechst-high %: 0.7; MT stabilizer cytotoxicity %: 6.5; Myeloid diff 2 GFP+ MAC1+ %: 0.3

How did COc1ccc([N+](=O)[O-])cc1N(CC(=O)N1CCCCC1)S(C)(=O)=O do in these assays?
Ins promoter up: -0.24; b-catenin transl: -3.3; T cell HTS: inactive; PMI inhibitors: -0.1%; Myeloid diff 2: inactive; Dynein transport: -0.452; Hep lipid drop: 0.2; TNAP activators: 1.1; MT stabilizer: 2.9; Dynein transport cytoplasmic EGFP: -0.178; Dynein transport nuclear GR-EGFP: -0.239; Dynein transport cell count: 0.265; Ins promoter up cell count: 1315; Hep lipid drop cells 6.5 µM: 752; b-catenin transl cell count 5 µM: 991; T cell HTS vesicle-bound %: 56.1; MT stabilizer Hoechst-high %: 1.5; MT stabilizer cytotoxicity %: 4.7; Myeloid diff 2 GFP+ MAC1+ %: 0.2

What do the screens show for `CN(CCN1CCOCC1)Cc1nc(-c2cccs2)no1`?
Ins promoter up: 0.11; b-catenin transl: -0.2; T cell HTS: inactive; PMI inhibitors: -1.6%; Myeloid diff 2: inactive; Dynein transport: -0.237; Hep lipid drop: 0.0; TNAP activators: 1.1; MT stabilizer: 4.8; Dynein transport cytoplasmic EGFP: -0.22; Dynein transport nuclear GR-EGFP: -0.299; Dynein transport cell count: 0.444; Ins promoter up cell count: 1477; Hep lipid drop cells 6.5 µM: 695; b-catenin transl cell count 5 µM: 1004; T cell HTS vesicle-bound %: 3.4; MT stabilizer Hoechst-high %: 3.7; MT stabilizer cytotoxicity %: 9.3; Myeloid diff 2 GFP+ MAC1+ %: 0.7

How did CCCc1cc(=O)oc2cc(OCC(=O)Nc3ccc4c(c3)OCCO4)ccc12 do in these assays?
Ins promoter up: 0.68; b-catenin transl: -0.7; T cell HTS: inactive; PMI inhibitors: -4.0%; Myeloid diff 2: inactive; Dynein transport: -0.729; Hep lipid drop: -7.2; TNAP activators: 1; MT stabilizer: 1.9; Dynein transport cytoplasmic EGFP: -0.238; Dynein transport nuclear GR-EGFP: -0.358; Dynein transport cell count: 0.483; Ins promoter up cell count: 911; Hep lipid drop cells 6.5 µM: 792; b-catenin transl cell count 5 µM: 1182; T cell HTS vesicle-bound %: 9.9; MT stabilizer Hoechst-high %: 1.3; MT stabilizer cytotoxicity %: 19.5; Myeloid diff 2 GFP+ MAC1+ %: 0.4

What do the screens show for `CCCCC(CC)C(=O)Nc1ccc(Cl)cn1` (stereo not drawn)?
Ins promoter up: -1.12; b-catenin transl: -0.9; T cell HTS: inactive; PMI inhibitors: 11.1%; Myeloid diff 2: inactive; Dynein transport: 0.251; Hep lipid drop: -17.3; TNAP activators: 1.1; MT stabilizer: 1.7; Dynein transport cytoplasmic EGFP: 0.207; Dynein transport nuclear GR-EGFP: 0.541; Dynein transport cell count: 2.32; Ins promoter up cell count: 1049; Hep lipid drop cells 6.5 µM: 747; b-catenin transl cell count 5 µM: 1062; T cell HTS vesicle-bound %: 26.4; MT stabilizer Hoechst-high %: 0.4; MT stabilizer cytotoxicity %: 26.5; Myeloid diff 2 GFP+ MAC1+ %: 1.0

What do the screens show for `O=C(Nc1ccccn1)c1cccc(S(=O)(=O)N2CCOCC2)c1`?
Ins promoter up: 0.65; b-catenin transl: -0.6; T cell HTS: inactive; PMI inhibitors: 9.9%; Myeloid diff 2: inactive; Dynein transport: 1.25; TNAP activators: 1.1; MT stabilizer: 5.0; Dynein transport cytoplasmic EGFP: -0.159; Dynein transport nuclear GR-EGFP: 0.992; Dynein transport cell count: -0.781; Ins promoter up cell count: 1188; b-catenin transl cell count 5 µM: 1188; T cell HTS vesicle-bound %: 57.9; MT stabilizer Hoechst-high %: 2.3; MT stabilizer cytotoxicity %: 11.8; Myeloid diff 2 GFP+ MAC1+ %: 0.7

What do the screens show for `O=C(c1cccnc1)c1cccnc1`?
Ins promoter up: 1.06; T cell HTS: inactive; PMI inhibitors: 3.8%; Myeloid diff 2: inactive; Dynein transport: -0.338; Hep lipid drop: -7.0; TNAP activators: 1.1; MT stabilizer: 3.8; Dynein transport cytoplasmic EGFP: -0.317; Dynein transport nuclear GR-EGFP: -0.39; Dynein transport cell count: 0.27; Ins promoter up cell count: 939; Hep lipid drop cells 6.5 µM: 632; T cell HTS vesicle-bound %: 51.8; MT stabilizer Hoechst-high %: 2.6; MT stabilizer cytotoxicity %: 9.1; Myeloid diff 2 GFP+ MAC1+ %: 0.7

Results for COCN(C#N)c1nc(OC)nc(OC)n1 ?
b-catenin transl: -4.1; T cell HTS: inactive; PMI inhibitors: -9.0%; Myeloid diff 2: inactive; Dynein transport: -0.842; TNAP activators: 1; MT stabilizer: 3.5; Dynein transport cytoplasmic EGFP: -0.18; Dynein transport nuclear GR-EGFP: -0.0415; Dynein transport cell count: 0.453; b-catenin transl cell count 5 µM: 1110; T cell HTS vesicle-bound %: 21.1; MT stabilizer Hoechst-high %: 1.9; MT stabilizer cytotoxicity %: 9.2; Myeloid diff 2 GFP+ MAC1+ %: 1.5

What do the screens show for `O=C(Nc1cccc(S(=O)(=O)N2CCCC2)c1)c1ccc2ccccc2n1`?
Ins promoter up: 0.84; b-catenin transl: -1.6; T cell HTS: inactive; PMI inhibitors: 10.0%; Myeloid diff 2: inactive; Dynein transport: 0.907; Hep lipid drop: 2.8; TNAP activators: 1; MT stabilizer: 4.5; Dynein transport cytoplasmic EGFP: -0.197; Dynein transport nuclear GR-EGFP: 0.992; Dynein transport cell count: -2.58; Ins promoter up cell count: 533; Hep lipid drop cells 6.5 µM: 679; b-catenin transl cell count 5 µM: 1115; T cell HTS vesicle-bound %: 50.7; MT stabilizer Hoechst-high %: 4.7; MT stabilizer cytotoxicity %: 1.7; Myeloid diff 2 GFP+ MAC1+ %: 0.4
